Screens from PubChem BioAssay.
3T3 cytotox – NIH 3T3 cell cytotoxicity; Potency, µM (top dose mostly 96.7 µM), for the others: at the top dose activity change, negative = cytotoxicity, actives largely listed as inhibitors; AID 1345082; NIH 3T3 viability, CellTiter-Glo ATP luminescence, 48-72 h; hit rate 4.3% among 94,000; also: potency is read from the fitted curve at half-maximal effect; nearly all actives have a fitted effect of over 55% in size
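Cytotoxicity was measured by CellTiter-Glo ATP luminescence after 48 or 72 h compound exposure at 37 °C. Mouse NIH 3T3 fibroblasts were seeded at 400 cells/well and dosed by 23 nL pin transfer.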
Luciferase inh – inhibitors of firefly (Photinus pyralis) luciferase | hit rate 2.5% among 76,000 | purified P. pyralis luciferase, luminescence, biochemical | P08659 | AID 1347043 | Potency, µM (series often up to 115 µM), without a hit: top-dose activity change, negative = inhibition, hits mostly inhibitors; also: potency is read from the fitted curve at half-maximal effect; nearly all actives have a fitted effect of over 65% in size
Target sequence (P08659 whole entry, looked up): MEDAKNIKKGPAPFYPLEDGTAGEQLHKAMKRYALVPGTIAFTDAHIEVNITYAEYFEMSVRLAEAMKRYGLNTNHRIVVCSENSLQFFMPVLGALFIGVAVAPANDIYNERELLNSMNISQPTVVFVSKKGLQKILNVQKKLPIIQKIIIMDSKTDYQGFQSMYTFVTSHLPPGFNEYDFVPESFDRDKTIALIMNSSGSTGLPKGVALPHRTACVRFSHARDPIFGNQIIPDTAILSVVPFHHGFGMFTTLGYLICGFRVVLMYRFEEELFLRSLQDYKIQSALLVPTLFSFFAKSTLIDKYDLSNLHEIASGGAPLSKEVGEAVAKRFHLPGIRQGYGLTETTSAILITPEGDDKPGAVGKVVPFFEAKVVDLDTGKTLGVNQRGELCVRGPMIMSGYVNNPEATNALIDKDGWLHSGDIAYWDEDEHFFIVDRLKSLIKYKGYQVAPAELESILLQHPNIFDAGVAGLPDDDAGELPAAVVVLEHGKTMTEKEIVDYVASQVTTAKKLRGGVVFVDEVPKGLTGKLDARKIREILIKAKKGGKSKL
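Cell-free enzyme assay, 10nM P. pyralis luciferase, luciferin and ATP each at 10uM. Inhibition profiled over a 6-point titration, read as luminescence.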
GPT2 inh – blocks human glutamate pyruvate transaminase 2; Recombinant GPT2, coupled pyruvate oxidase/HRP Amplex Red fluorescence; hit rate 0.25% among 100,000; Q8TD30; Potency, µM (doses to about 57.7 µM), inactives show top-dose activity change, negative = inhibition, usual class: inhibitors; AID 1671188; also: potency is read from the fitted curve at half-maximal effect; nearly all actives have a fitted effect of over 60% in size; many of its hits are not listed in these tables
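Inhibition is scored from Amplex Red fluorescence generated when pyruvate oxidase and HRP act on pyruvate released by GPT2. Reactions contain 10ng/uL enzyme, 250uM a-KG and 2mM L-alanine and run 30 min at room temperature.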
SNCA viab count – cell viability loss counter-screen. Potency, µM (series often up to 57.1 µM), for inactives: at the top dose activity change, negative = cytotoxicity, usual class: cytotoxic. hit rate 0.12% among 150,000. HEK-293-SNCA-luc viability, GF-AFC fluorescence, 24 h;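 also: potency is read from the fitted curve at half-maximal effect; 0% = DMSO-treated cells and -100% = medium-only wells without cells; nearly all actives have a fitted effect of over 30% in size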
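HEK-293-SNCA-luc cells (1500/well) plated 24 h, then exposed 24 h to a dilution series; GF-AFC added 30 min at 37C, fluorescence 405/540 nm; normalised to medium-only and DMSO wells, Hill fit.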
HEK293 tox – cytotoxic compounds in HEK 293 cells; HEK 293 viability, ATP luminescence (CellTiter-Glo), 48-72 h; Potency, µM (highest dose often 115 µM), without a hit: top-dose activity change, negative = cytotoxicity, most hits filed as inhibitors; hit rate 6.6% among 94,000; also: potency is read from the fitted curve at half-maximal effect; nearly all actives have a fitted effect of over 60% in size
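Cytotoxicity was scored by loss of ATP-coupled luminescence (CellTiter-Glo) in HEK 293 cells. Compound treatment ran 48 or 72 hr at 37 degree Celsius, 5% CO2, 95% humidity.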
SNCA expr inh – inhibitors of alpha-synuclein (SNCA) gene expression; HEK-293 SNCA-luciferase knock-in, luminescence, 24 h; Potency, µM (doses to about 57.2 µM), for inactives: at the highest dose activity change, negative = inhibition, actives largely listed as inhibitors; hit rate 0.17% among 140,000;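 also: potency is read from the fitted curve at half-maximal effect; plate controls were DMSO cells for no effect and cell-free wells for full effect; nearly all actives have a fitted effect of over 45% in size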
IP6K1 inhibitor – inhibitors of human IP6K1; Q92551; hit rate 0.81% among 140,000; AID 1645851; activity change, % (series mostly up to about 58 µM); IP6K1 kinase, ADP-Glo luminescence, 2 h; active compounds read low; in the data active = activity change below about -25%
Target sequence (Q92551 whole entry, looked up): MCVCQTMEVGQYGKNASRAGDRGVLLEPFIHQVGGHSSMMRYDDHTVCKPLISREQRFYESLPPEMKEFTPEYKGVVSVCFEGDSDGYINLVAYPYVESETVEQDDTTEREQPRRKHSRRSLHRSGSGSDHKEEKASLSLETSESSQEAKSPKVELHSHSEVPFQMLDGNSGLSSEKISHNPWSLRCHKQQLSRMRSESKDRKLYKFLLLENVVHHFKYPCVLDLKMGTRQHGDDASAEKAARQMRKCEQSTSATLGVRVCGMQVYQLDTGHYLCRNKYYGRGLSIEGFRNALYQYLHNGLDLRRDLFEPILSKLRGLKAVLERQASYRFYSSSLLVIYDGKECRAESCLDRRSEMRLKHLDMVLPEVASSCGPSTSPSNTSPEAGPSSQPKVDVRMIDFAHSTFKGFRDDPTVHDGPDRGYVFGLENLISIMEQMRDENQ
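ADP-Glo luminescence measures ADP made by human IP6K1 during a 2 h RT reaction with ATP/IP6 (mix at 1.3 mM/130 uM); top library doses 57.5 and 19.1 uM final.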
* marks the source's active call; other numbers are inactive results; i = inactive; ? = inconclusive; · = not tested or not shown; [ ] = another dose, or the depositor's remark. Unless noted, calls follow the shape of the dose curve; as a rule, active = well fitted curve in the direction sought with a large enough effect; inconclusive = small, poorly fitted or top-dose-only effect, or another doubt; inactive = no such curve, though single readings can be large; an effect the other way counts as inactive or inconclusive. Unless noted, % is scaled to controls: 0 for no effect and ±100 for the full control effect. A portion of the library; count on the stated rates, not on these rows.

molecule | 3T3 cytotox | Luciferase inh | GPT2 inh | SNCA viab count | HEK293 tox | SNCA expr inh | IP6K1 inhibitor
O=C(OCc1cc(=O)n2nc(C3CC3)sc2n1)c1ccc(NC(=O)c2ccccc2Cl)cc1 | · | · | · | 6% | · | 28% | 7
c1coc(-c2ccnc3nc(C4CC4)nn23)c1 | -17% | -6% | i | 8% | -5% | 8% | -5
CC1(C)CC[C@]2(C(=O)O)CC[C@]3(C)C(=CCC4[C@@]5(C)CC[C@H](O[C@@H]6O[C@H](C(=O)O)[C@@H](O)[C@H](O)[C@H]6O)C(C)(CO)C5CC[C@]43C)C2C1 (stereo not given in full) | · | · | ? | -17%[23.9 µM] | · | · | 5
CC1CCN(C(=O)CN2CC(C)Sc3ccccc32)CC1 (stereo not given) | · | · | · | ? | · | 3% | -2
COCCN1CC(CO)C2(CCN(Cc3cc(F)ccc3F)CC2)C1 (stereo not given) | -10% | 10% | i | 5%[12.5 µM] | ? | ? | 0
CC(C)NC(=O)C1CCc2nnc(-c3ccc(Cl)cc3Cl)n21 (stereo not given) | -7% | · | -6% | 2% | i | 8% | 19
COc1ccc(CNC[C@H]2O[C@H](Cc3cc(-c4ccc(OC)cc4)on3)CC[C@@H]2O)cc1 | ? | ? | 3% | 3% | 35µM* | 27% | 2
COC(=O)c1c(NC(=O)c2nc(SCc3cccc(C)c3)ncc2Cl)sc2c1CCCC2 | · | · | · | -4% | · | 31%[activator] | 19
CCc1nn(CC(=O)Nc2cccc(C)c2C)c(=O)c2cc3sccc3n12 | · | · | · | 8% | · | 13% | -6
CCOC(=O)[C@@H]1CN(C(=O)c2ccc(C)cc2)[C@H]2c3ccccc3O[C@@H]12 | ? | · | · | · | ? | · | 6
Cn1ccc2c(C(=O)NCC3CCOCC3)nc(-c3cccc(N4CCOCC4)c3)cc21 | ? | -3%[172 µM] | i | -2%[87.6 µM] | ? | ? | -9
O=C(c1ccc2c(c1)CCCO2)N1CCCn2nc(C(O)C3CCC3)cc2C1 (stereo not given) | ? | -4% | i | 0% | -25% | 10% | -4
COc1cccc(NC(=O)N2CCN(C(=O)c3nsc4ccccc34)CC2)c1 | · | · | · | -4% | · | 2% | 13
CCN(CC)CC(C)NCc1ccccc1 (stereo not given) | -3%[174 µM] | · | i | 2%[87.6 µM] | -2%[230 µM] | -21%[87.6 µM] | -7
COc1ccc(S(=O)(=O)c2c(Nc3ccc(C)cc3)sc(C(=O)c3ccc(C)cc3)c2N)cc1 | · | · | · | -5% | · | -9% | 3
COc1ccc(-c2nc(C(C)C)nc3c2CN(C(=O)c2ccccc2F)CC3)cc1 | ? | 0% | -7% | -8% | ? | 42%[activator] | 6
O=C(NCc1ccc(F)cc1)[C@@H]1OCCN(C2CC2)[C@H]1c1ccccc1 | -16% | · | 5% | -2% | -2% | -7% | 5
CCN(CCNC(=O)CC1=C2CCCCC2N(C)C1=O)Cc1ccccc1 (stereo not given) | 4% | 0% | ? | -4% | -1% | 62%[activator] | 11
Cc1cccc(-n2ccnc2SCC(=O)Nc2cccc3ccccc23)c1C | · | · | · | 4% | · | 20µM* | -8
COCC(=O)N(C1CCOCC1)C1CCN(C(=O)c2ccccc2OC(F)(F)F)CC1 | -18% | -8% | i | -3% | -1% | 0% | 0
COc1ccc(C[C@H](NC(=O)C2=C[C@@H](NC(=O)Nc3ccc(C)cc3)[C@@H](O)[C@H](O)C2)C(N)=O)cc1 | -2% | -1% | 3% | -1% | 3% | -13% | -1
Cn1cccc1CN1CC(F)(F)C[C@H]1c1nnc(C2CC2)o1 | -7% | 2% | i | -1% | i | -6% | -2
CN(C)c1ccc(C(=O)NC2CCN(c3cc(-c4ccc(Cl)cc4)[nH]n3)C2)cc1 (stereo not given) | ? | 0% | -19% | -10% | ? | -16% | 8
O=C(Nc1ccccc1)O[C@@H]1CO[C@H]2[C@@H]1OC[C@@H]2NC(=O)C1CC1 | -25%[174 µM] | -13%[172 µM] | -9%[88.5 µM] | 0%[87.6 µM] | ? | -2%[87.6 µM] | 7
COc1ccc2c(c1)OCC(CNC(=O)c1cc(-c3ccncc3)n[nH]1)C2 (stereo not given) | ? | -10% | 1% | 0% | ? | -8% | -11
O=C(CCC1CCN(C(=O)c2ccccc2F)CC1)Nc1cccc(Cl)c1 | ? | -5% | i | -19% | 13µM* | -17% | 2
O=C(Nc1ccc([C@@H](O)[C@H]2COCC(=O)N2Cc2ccc(F)cc2)cc1)C1CCC1 | -22%[174 µM] | -4%[172 µM] | i | 1%[87.6 µM] | ? | 3%[87.6 µM] | -11
CC(=O)N1CCC(N2CC3CC(C2)[C@H]2CCCC(=O)N2C3)CC1 (stereo not given in full) | -6% | 2% | i | 5% | -4% | ? | 49
COc1ccc(CNC(=O)CCc2nc3cccnc3n2Cc2ccc(OC)cc2)cc1 | · | · | · | -19% | · | -6% | -3
COCCN1CC(CO)C2(CCN(C(=O)Cc3cccnc3)CC2)C1 (stereo not given) | i | 9% | i | 8%[12.5 µM] | -1% | -7% | 24

Part of the list above, with each value named:
smiles: CC(=O)N1CCC(N2CC3CC(C2)[C@H]2CCCC(=O)N2C3)CC1 (stereo not given in full)
  3T3 cytotox: -6%; Luciferase inh: 2%; GPT2 inh: i; SNCA viab count: 5%; HEK293 tox: -4%; SNCA expr inh: ?; IP6K1 inhibitor: 49
smiles: COc1ccc(CNC(=O)CCc2nc3cccnc3n2Cc2ccc(OC)cc2)cc1
  3T3 cytotox: ·; Luciferase inh: ·; GPT2 inh: ·; SNCA viab count: -19%; HEK293 tox: ·; SNCA expr inh: -6%; IP6K1 inhibitor: -3

Next entries:
Below each SMILES: 3T3 cytotox | Luciferase inh | GPT2 inh | SNCA viab count | HEK293 tox | SNCA expr inh | IP6K1 inhibitor
CNC(=O)c1cc(C)nc2onc(C3CCCN(C(=O)OC)C3)c12 (stereo not given)
    -11% | · | · | · | 0% | · | -2
COc1ccccc1Cn1c(=O)c(C(=O)N2CCOCC2)nc2cccnc21
    -21% | · | i | 7% | 2% | -4% | -4
COc1cccc(C(=O)N2CCC3(CC2)N(C2CCCC2)C(=O)CS3=O)c1 (stereo not given)
    i | 0% | i | 13% | i | ? | -12
CNC(=O)[C@@H](c1ccccc1F)N1CCC[C@H]1C(=O)N1CCCCC1
    -18%[174 µM] | -3%[172 µM] | -10%[88.5 µM] | -9%[87.6 µM] | -17%[172 µM] | -21%[87.6 µM] | 3
COc1ccc(CN2Cc3[nH]nc(-c4ccc(N5CCN(C)CC5)cc4)c3CC2=O)cc1
    79µM* | -3%[172 µM] | -16%[88.5 µM] | 6%[87.6 µM] | 45µM* | 3%[87.6 µM] | 10
O=C(NCc1ccccc1)c1cccn1-c1nnc(N2CCCC2)s1
    · | · | · | ? | · | 38%[activator] | 21
Cc1cccc(Cn2cc(S(=O)(=O)c3ccccc3)c(=O)c3cc(F)c(N4CCOCC4)cc32)c1
    · | · | · | -10% | · | -6% | 0
Cc1ccccc1C(=O)N1CCN(C(=O)c2nc3cccnc3n(C3CC3)c2=O)CC1
    -2% | · | i | 17% | i | -11% | 5
C[C@]12CC[C@@H]3c4ccc(O)c(O)c4CC[C@H]3[C@@H]1CCC2=O
    · | · | i | 3% | · | · | -9
COc1ccccc1-c1ccc(CN2CCC(NC(=O)c3ccccn3)C2)cc1 (stereo not given)
    ? | · | i | -7%[12.5 µM] | ? | 10% | 9
COc1ccc(Nc2ccnc(N3CCC(NC(=O)c4ccc(F)cc4)CC3)n2)cc1
    ? | · | i | -14% | ? | 8% | 13
COC(=O)c1ccc2c(c1)[nH]c1ncnc(NCCCN3CCCCC3)c12
    · | · | i | -1% | · | · | 3
Cc1nn(CCCC(=O)NCc2ccccc2)c(=O)c2cc3sccc3n12
    · | · | · | 9% | · | 46%[activator] | -9
C[C@H](O)c1onc(-c2ccc(F)cc2)c1C(=O)N1CCCC1
    -18%[174 µM] | 4%[172 µM] | -13%[88.5 µM] | 3%[87.6 µM] | -24%[172 µM] | -4%[87.6 µM] | 10
NC(=O)c1ncn([C@@H]2O[C@H](CO)[C@@H](O)[C@H]2O)n1
    · | · | i | 2% | · | -4% | 9
COc1ccccc1CN1CCNc2cnc(Oc3ccccc3)cc2C1
    ? | -14%[172 µM] | i | 5%[87.6 µM] | ? | -6%[87.6 µM] | -23
CCOC(=O)c1[nH]ncc1C1CC(=O)Nc2c1cnn2Cc1cccnc1 (stereo not given)
    i | 6% | -17% | -11% | -3% | -6% | -14

Random excerpt: four entries already listed
Below each SMILES: 3T3 cytotox | Luciferase inh | GPT2 inh | SNCA viab count | HEK293 tox | SNCA expr inh | IP6K1 inhibitor
Cc1ccccc1C(=O)N1CCN(C(=O)c2nc3cccnc3n(C3CC3)c2=O)CC1
    -2% | · | i | 17% | i | -11% | 5
NC(=O)c1ncn([C@@H]2O[C@H](CO)[C@@H](O)[C@H]2O)n1
    · | · | i | 2% | · | -4% | 9
COc1cccc(C(=O)N2CCC3(CC2)N(C2CCCC2)C(=O)CS3=O)c1 (stereo not given)
    i | 0% | i | 13% | i | ? | -12
CNC(=O)[C@@H](c1ccccc1F)N1CCC[C@H]1C(=O)N1CCCCC1
    -18%[174 µM] | -3%[172 µM] | -10%[88.5 µM] | -9%[87.6 µM] | -17%[172 µM] | -21%[87.6 µM] | 3
